Assay outcomes deposited in PubChem BioAssay by Southern Research Specialized Biocontainment Screening Center.
Salmonella PhoP GFP: PhoP regulon inhibitors, Salmonella typhi PhoP promoter GFP reporter, confirmatory (AID 1850). 310,000 tested, 0.33% active. one-dose inhibition, % at 50 µM; IC50 in µM for titrated hits. Salmonella Typhi PhoP-promoter GFP reporter, fluorescence, 4 h; higher % means a stronger effect; in the data active = a potency from the dose series; inconclusive = inhibition mostly from about 25% at the one dose, without a potency; inactive = the rest, 99 in 100 with inhibition below about 19%;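 also: 0% = induced wells with vehicle and 100% = uninduced wells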
M. tuberculosis: growth inhibition of non-replicating M. tuberculosis (AID 488890); Mycobacterium tuberculosis non-replicating, growth inhibition; higher % means a stronger effect; inhibition, % at 25 µM, or IC50 in µM where a hit was titrated; 320,000 tested, 0.39% active; in the data active = a potency from the dose series; inconclusive = inhibition mostly from about 82% at the one dose, without a potency; inactive = the rest, 99 in 100 with inhibition below about 76%;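 also: plate controls were DMSO cells for no effect and high antibiotic wells for full effect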
inhibitors of VEEV: inhibitors of VEEV TC-83 cytopathic effect, confirmation, Vero cells (AID 588727) | Vero cells, VEEV TC-83 cytopathic effect inhibition; higher % means a stronger effect | inhibition, % at 20 µM, or IC50 in µM where a hit was titrated | 350,000 tested, 0.13% active; in the data active = a potency from the dose series; inconclusive = inhibition mostly from about 14% at the one dose, without a potency; inactive = the rest, 99 in 100 with inhibition below about 12%; also: strong numbers were not always called active
H37Rv inhibition: M. tuberculosis growth inhibition, HTS (AID 449762); M. tuberculosis H37Rv growth inhibition, 7H9 media; higher % means a stronger effect; inhibition, % at 25 µM, or IC50 in µM where a hit was titrated; 330,000 tested, 0.59% active; in the data active = a potency from the dose series; inconclusive = inhibition above about 70% without an active follow-up result;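 also: bacterial growth assessed after seven days of incubation; strong numbers were not always called active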
H1N1 NS1A inhibition: NS1A inhibition, H1N1 influenza, cell based functional assay (AID 504329). 340,000 tested, 0.3% active. one-dose inhibition, % at 12.5 µM; IC50 in µM for titrated hits. NS1A functional cell-based assay, percent inhibition; higher % means a stronger effect; in the data active = a potency from the dose series; inconclusive = inhibition above about 27% without an active follow-up result; also: strong numbers were not always called active
inhibitors of VEEV 10K pilot screen: second read-out of inhibitors of VEEV, no call of its own (marks repeat the call); inhibition, %; measured here: 10K pilot screen inhibition
Active calls of the source: *; i = inactive; ? = inconclusive; . = no result given.

SMILES	Salmonella PhoP GFP	M. tuberculosis	inhibitors of VEEV	H37Rv inhibition	H1N1 NS1A inhibition	others
O=C(c1cccs1)N1N=C(c2ccc(O)cc2)CC1c1ccccc1 (centres undefined)	-3.6%	-2.4%	9.6%	-8.1%	-5.8%
CSCCC(NC(=O)/C(=C/c1ccco1)NC(=O)c1ccc(Br)o1)C(=O)O (centres undefined)	-0.6%	-21.0%	?	-0.5%	-14.8%
O=C(O)CCC(=O)N1CC=C(c2ccccc2)CC1	8.9%	2.9%	0.0%	1.6%	-2.5%
Cc1nc(Nc2ccc(C(=O)O)cc2)nc(Nc2ccc(C(=O)O)cc2)c1[N+](=O)[O-]	2.7%	7.5%	1.1%	7.1%	-7.3%
COc1ccccc1OCCNC(=O)CSC(=S)N1CCCC1	-2.6%	-2.0%	2.0%	7.1%	-9.9%
CCOc1ccc(CCNC(=O)COC(=O)c2cccc(OC)c2O)cc1OCC	5.2%	-2.3%	2.0%	-2.0%	5.7%
COc1ccc(NS(=O)(=O)c2cccc(C(=O)NNC(=O)COc3ccccc3)c2)cc1	-3.5%	-12.6%	i	-1.8%	9.2%
O=C1OCCN1CCN(CN1C(=O)CCC1=O)CN1C(=O)CCC1=O	7.2%	-6.8%	1.1%	0.7%	0.0%
Cc1cccc(C)c1CC(=O)N1CCOCC1	-3.2%	-5.6%	0.4%	-1.9%	-0.5%
Cc1oc(-c2ccccc2F)nc1CN1CCC(C(=O)NC2CCCc3ccccc32)CC1 (centres undefined)	3.1%	18.2%	6.1%	10.5%	-1.0%
Cc1ccnc(NC(=O)c2ccc(COc3ccc(Cl)cc3)o2)c1	0.2%	?	1.3%	2.2%	8.6%
O=C(Nc1cc([N+](=O)[O-])ccc1N1CCCC1)c1ccco1	-5.1%	5.1%	2.0%	4.7%	-4.4%
CC(C)(C)C(=O)OCCNc1nc(-c2ccccc2)nc2ccccc12	-3.4%	0.2%	2.5%	-7.5%	-6.4%	inhibitors of VEEV 10K pilot screen=6.1
CC(C)NS(=O)(=O)c1ccc(OCC(=O)N2CCCC2)c(Cl)c1	8.4%	-4.9%	1.8%	0.7%	23.8%
O=C(Nc1ccc(F)cc1)C(c1ccccc1)N1CCN(CC(=O)N2CCOCC2)CC1 (centres undefined)	.	-1.9%	1.2%	-5.9%	8.7%
CC(Sc1nnc(CNC(=O)c2ccco2)n1C)C(=O)Nc1nccs1 (centres undefined)	-1.1%	-4.1%	3.7%	10.8%	6.9%
CN(Cc1ccccc1)C(=O)CCS(=O)(=O)c1ccc2c(c1)NC(=O)CS2	1.9%	6.2%	1.5%	4.3%	0.2%
CC(Oc1ccc(Br)cc1)C(=O)Nc1cc(S(=O)(=O)N2CCOCC2)ccc1N1CCCC1 (centres undefined)	-1.0%	10.0%	2.8%	2.0%	-2.2%
COc1ccc(OC)c(NC(=O)C2CCN(C(=O)c3cccs3)CC2)c1	6.2%	10.9%	1.4%	2.3%	-1.7%
CCC1=C(OC(=O)N(CC)CC)N2C(=O)OC(=NCCOC)[C@]2(Cc2ccccc2)[C@H]2C1=CC[C@H]1C(=O)N(C)C(=O)[C@H]12	11.4%	52.1%	0.3%	-0.4%	11.3%
CC(C)c1cccc(C(C)C)c1NC(=S)Nc1cccc(Cl)c1	-22.6%	56.5%	i	4.0%	-22.6%
CCOC(=O)c1ccc(N2C(=O)CC(C(=O)OC)=C2C)cc1	-2.4%	47.8%	i	?	2.4%
O=C(NCCc1nnc2ccc(NCC3CCCO3)nn12)c1ccccc1 (centres undefined)	0.3%	34.6%	0.3%	0.4%	-1.1%
O=C(/C=C/C(=O)N1CCc2ccccc2C1)N1CCc2ccccc2C1	-6.2%	26.9%	0.7%	-1.1%	-21.7%
O=C1CC(C(=O)Nc2cccc(Cl)c2)n2ncnc2N1 (centres undefined)	-2.5%	-1.5%	0.4%	-4.4%	-9.3%
Cc1ccc(OCCC(=O)OCC(=O)N2c3ccccc3CC2C)cc1 (centres undefined)	0.7%	68.8%	1.8%	?	-6.2%
CCN(CC)C(=O)CSc1nc2c(sc(=S)n2-c2ccccc2OC)c(=O)n1-c1ccccc1	5.2%	47.4%	2.4%	4.3%	-0.4%
CC(=O)c1cccc(CN2CCC(n3nccc3NC(=O)CCc3ccccc3)CC2)c1	8.8%	-0.4%	2.4%	0.0%	-2.6%
Cc1ccc(NC(=O)CSc2nnc3ccccn23)cc1	-7.4%	-6.0%	0.3%	-0.1%	5.9%
COCC(C)N=Cc1c(O)[nH]c2ccccc12 (centres undefined)	0.0%	7.6%	1.1%	3.5%	-11.2%
O=C(c1ccc(Cl)c(S(=O)(=O)N2CCOCC2)c1)N1CCCCC1	-5.7%	-3.9%	i	-2.5%	13.3%
COc1cc(CN2CCN(C(C)C)C(CCO)C2)ccc1OCc1ccccc1 (centres undefined)	-4.2%	32.7%	i	-5.4%	-1.1%
Cc1cccc(C(=O)OCC(=O)NCc2ccco2)c1	.	22.7%	0.8%	1.6%	-8.7%
CN(C)S(=O)(=O)c1cccc(NC(=O)CN2C(=O)NC(Cc3ccccc3)C2=O)c1 (centres undefined)	.	6.0%	5.2%	-5.1%	-11.6%
C=CCN1C(=O)c2ccc(C(=O)N(CCOC)c3c(N)n(CCCC)c(=O)[nH]c3=O)cc2C1=O	3.4%	-14.3%	0.9%	2.5%	-9.0%
Cc1cc(C(F)F)n2nc(C(=O)Nc3sc4c(c3C#N)CCC(C)C4)nc2n1 (centres undefined)	-3.4%	1.9%	0.6%	-2.0%	7.2%
CCOC(=O)C1CCN(C(=O)c2ccccc2NC(=O)c2ccc(Cl)cc2)CC1	-6.5%	13.7%	0.9%	-1.2%	-3.9%
Cc1ccc(C)c(NC(=O)CCc2c(C)nn(-c3ccc(N4CCCCC4)nn3)c2C)c1	4.4%	-2.9%	11.2%	-0.3%	3.8%
CCCN(CC1CC1)C(=O)CSc1ncnc2sc(C)c(C)c12	-2.9%	16.2%	i	-10.3%	-0.8%
CCOc1ccccc1NC(=O)/C=C/c1ccc(S(=O)(=O)N2CCOCC2)cc1	.	.	11.2%	.	13.3%
Cn1cnnc1SCC(=O)c1ccc2c(c1)OCO2	-11.7%	-9.7%	0.1%	-8.5%	-1.0%
CC(C)(C)c1ccc(C2=CC(c3ccccc3)n3ncnc3N2)cc1 (centres undefined)	-2.5%	-4.7%	3.5%	23.7%	-3.8%
CCOC(=O)CSc1[nH]c2cc(OC)ccc2c1[N+](=O)[O-]	-6.6%	66.2%	5.8%	6.2%	5.9%
COc1ccc(NC(=O)CNc2cccc(S(=O)(=O)N3CCCCCC3)c2)c([N+](=O)[O-])c1	.	37.1%	6.2%	-8.7%	9.8%
Cc1ccc(N2C(=O)NC(=O)C(CCc3ccccn3)(Cc3ccc(F)cc3)C2=O)cc1 (centres undefined)	3.2%	-11.3%	2.0%	0.6%	-1.1%
CC1CN(C(=O)CCC(=O)NCCCN2CCN(Cc3ccccc3)CC2)c2cc(Cl)ccc2O1 (centres undefined)	-8.9%	25.3%	i	-2.1%	2.1%
CC1CC(C)CN(C(=O)c2ccc(N3CC4CC(C3)c3cccc(=O)n3C4)c([N+](=O)[O-])c2)C1 (centres undefined)	-6.0%	-13.1%	i	-4.1%	0.3%
CC(=O)c1ccccc1NC(=O)COC(=O)CCC1CCCC1	.	58.3%	1.7%	9.7%	-20.7%
O=[N+]([O-])c1ccc(S(=O)(=O)Nc2ccc(-c3ccc(N4CCOCC4)nn3)cc2)cc1	1.2%	54.2%	12.0%	?	1.6%
CC(C)C(=O)Nc1nnc(S(=O)(=O)N2CCCc3ccccc32)s1	-10.2%	.	2.3%	-8.9%	-8.1%
S=C(NCCc1ccccc1)Nc1cnc2ccccc2c1	3.5%	?	2.1%	1.6%	7.2%
CCC(C)(C)n1nnnc1C(c1cc2cc3c(cc2[nH]c1=O)OCO3)N1CCCCC1 (centres undefined)	1.3%	25.7%	1.3%	3.8%	-4.4%
O=C(CC1SCCNC1=O)Nc1cccc(C(F)(F)F)c1 (centres undefined)	7.9%	-13.9%	6.0%	0.0%	-23.9%
COc1ccccc1NC(=O)c1ccc(-c2ccc(Br)cc2)o1	-0.1%	?	8.4%	?	6.6%
O=C(CC(O)(c1ccccc1)c1ccccc1)Nc1ccccn1	.	.	8.3%	.	6.2%
Cc1onc(-c2ccccc2Cl)c1C(=O)Nc1ccc(S(=O)(=O)NCC2CCCO2)cc1 (centres undefined)	-2.8%	3.3%	0.3%	-1.9%	-2.4%
Nn1cnc2scc(-c3ccco3)c2c1=O	4.5%	-3.0%	0.4%	-8.7%	3.8%
O=C(NNC(=O)c1ccccc1Br)c1ccc(Cl)cc1	-10.3%	-11.8%	i	-1.0%	0.2%
Cc1ccc(C)c(NC(=O)CSc2c(C)n[nH]c2C)c1	-16.7%	1.3%	0.7%	2.3%	-1.9%
O=C(COc1ccccc1)Nc1cccc(-c2nc3ccccc3[nH]2)c1	2.4%	77.9%	2.8%	4.4%	6.7%

The last 4 records of the part above are carried over, then new ones follow.
SMILES	Salmonella PhoP GFP	M. tuberculosis	inhibitors of VEEV	H37Rv inhibition	H1N1 NS1A inhibition	others
Nn1cnc2scc(-c3ccco3)c2c1=O	4.5%	-3.0%	0.4%	-8.7%	3.8%
O=C(NNC(=O)c1ccccc1Br)c1ccc(Cl)cc1	-10.3%	-11.8%	i	-1.0%	0.2%
Cc1ccc(C)c(NC(=O)CSc2c(C)n[nH]c2C)c1	-16.7%	1.3%	0.7%	2.3%	-1.9%
O=C(COc1ccccc1)Nc1cccc(-c2nc3ccccc3[nH]2)c1	2.4%	77.9%	2.8%	4.4%	6.7%
Cc1onc(-c2ccccc2)c1C(=O)Nc1cccc(C#N)c1	-10.7%	-1.7%	0.5%	-3.6%	3.9%
CCOC(=O)C1(CCCc2ccccc2)CCN(C(=O)CSC)CC1	-1.4%	6.7%	i	1.9%	-24.1%
COC(=O)c1ccccc1NC(=S)NC(=O)c1ccccc1F	-6.7%	50.6%	0.9%	4.9%	3.1%
COc1ccc(S(=O)(=O)N2CCC(C(=O)NCCN3CCOCC3)CC2)cc1	-6.9%	-15.1%	2.6%	-4.1%	4.2%
COc1ccccc1CN(C)C(=O)C1COc2ccccc2O1 (centres undefined)	3.2%	51.0%	i	-5.3%	-15.2%
Cn1nc(-c2ccc(C(=O)Nc3ccc(F)cc3)cc2)c2ccccc2c1=O	-4.5%	6.2%	2.8%	0.9%	.
Cc1ccc(NC(=O)Nc2ccc(F)c(Cl)c2)cc1	1.3%	27.3%	5.6%	8.5%	-9.5%
c1ccc(-c2ccc(OCCCNC3CCCC3)cc2)cc1	8.4%	?	1.0%	?	.
CCc1nc2nc(C)c(NS(=O)(=O)c3ccc(Cl)cc3)c(=O)n2[nH]1	5.1%	-11.9%	2.8%	1.6%	-1.2%
CC1CCCN(CC(=O)N2CCCc3ccccc32)C1 (centres undefined)	-15.3%	-14.8%	0.2%	0.7%	1.3%
CSc1ncccc1C(=O)N1CCCC(C(=O)c2cc(F)ccc2F)C1 (centres undefined)	-13.2%	-0.8%	0.1%	15.5%	4.6%
Cc1cc(=O)[nH]c(SCC(=O)c2ccc(C(C)C)cc2)n1	-0.6%	16.2%	1.4%	4.5%	-3.0%
CC1=C(SCCC#N)S/C(=C2\SC(C)=C(SCCC#N)S2)S1	-8.6%	12.6%	i	-0.5%	-5.8%
Oc1cccc(C(=S)N2CCN(Cc3ccccc3)CC2)c1	-9.6%	17.4%	1.7%	5.1%	-0.4%
CCCCN(C(=O)CSc1nncn1-c1ccccc1OC)c1c(N)n(Cc2ccccc2)c(=O)[nH]c1=O	2.6%	19.4%	2.7%	6.0%	-3.6%
CSC1=NCCN1C(=O)c1ccc(S(=O)(=O)N2CCCC2)cc1	-2.6%	-12.0%	0.3%	-8.3%	1.2%
CCOc1ccc(NC(=O)CN(C)C(=O)c2c(-c3ccccc3Cl)noc2C)cc1OCC	-3.5%	7.2%	9.1%	1.5%	2.6%

Quoted at random: three compounds from above.
SMILES	Salmonella PhoP GFP	M. tuberculosis	inhibitors of VEEV	H37Rv inhibition	H1N1 NS1A inhibition	others
O=C(/C=C/C(=O)N1CCc2ccccc2C1)N1CCc2ccccc2C1	-6.2%	26.9%	0.7%	-1.1%	-21.7%
O=C(CC1SCCNC1=O)Nc1cccc(C(F)(F)F)c1 (centres undefined)	7.9%	-13.9%	6.0%	0.0%	-23.9%
O=C(NNC(=O)c1ccccc1Br)c1ccc(Cl)cc1	-10.3%	-11.8%	i	-1.0%	0.2%
